Screening data deposited in PubChem by National Center for Advancing Translational Sciences (NCATS).
TDP1 inh = inhibitors of human tyrosyl-DNA phosphodiesterase TDP1; recombinant TDP1, AlphaScreen DNA substrate cleavage; Potency, µM (doses to about 130 µM), for inactives: top-dose activity change, negative = inhibition, hits mostly inhibitors; 350,000 compounds, 0.28% hits; AID 485290; also: nearly all actives have a fitted effect of over 40% in size
Target sequence (Q9NUW8 whole entry, looked up): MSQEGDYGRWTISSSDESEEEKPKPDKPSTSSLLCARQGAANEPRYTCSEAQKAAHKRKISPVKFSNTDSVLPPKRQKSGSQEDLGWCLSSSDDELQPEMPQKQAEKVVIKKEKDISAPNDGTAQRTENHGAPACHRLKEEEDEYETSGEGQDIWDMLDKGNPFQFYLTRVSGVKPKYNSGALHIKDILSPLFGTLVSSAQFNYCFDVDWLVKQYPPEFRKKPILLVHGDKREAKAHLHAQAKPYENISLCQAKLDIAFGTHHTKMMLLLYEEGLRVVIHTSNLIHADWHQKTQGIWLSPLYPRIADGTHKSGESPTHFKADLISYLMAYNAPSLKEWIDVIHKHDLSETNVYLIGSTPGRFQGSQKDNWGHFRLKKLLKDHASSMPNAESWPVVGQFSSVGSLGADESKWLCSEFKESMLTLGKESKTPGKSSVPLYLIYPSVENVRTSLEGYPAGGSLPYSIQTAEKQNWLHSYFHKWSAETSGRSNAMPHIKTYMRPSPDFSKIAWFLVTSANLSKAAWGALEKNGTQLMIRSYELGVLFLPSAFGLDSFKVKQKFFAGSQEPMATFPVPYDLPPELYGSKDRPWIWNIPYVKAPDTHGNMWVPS
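E. coli-derived human Tdp1, 1 nM final. Cpd preinc 15 min RT; substrate 15 nM final, 5 min RT; AS bead mix 10 ug/ml final, 10 min RT. Signal loss = tyrosine-FITC cleavage. No-enzyme wells = max signal.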
DT40 TDP1 no CPT = qHTS for Inhibitors of human tyrosyl-DNA phosphodiesterase 1 (TDP1): qHTS in cells in absence of CPT; DT40 Tdp1-/- hTDP1 cells, no CPT, ATP luminescence, 48 h; Potency, µM (titrated, usually from 46.2 µM), inactives show top-dose activity change, negative = growth inhibition, usual class: inhibitors; 420,000 compounds, 15% hits; AID 686978, 2013; also: nearly all actives have a fitted effect of over 55% in size
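Compound effects on proliferation are scored in DT40 Tdp1-/-;hTDP1 cells in the absence of CPT. ATP levels (CellTiter-Glo luminescence) are recorded after a ≥48 hr, 37 °C incubation.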
DT40 TDP1 CPT = growth inhibition of DT40 Tdp1-/-;hTDP1 cells with camptothecin (screen for TDP1 inhibitors). Potency, µM (highest dose often 46.2 µM), without a hit: top-dose activity change, negative = growth inhibition, actives largely listed as inhibitors. 420,000 compounds, 12% hits. chicken DT40 Tdp1-/-;hTDP1 cells + 20 nM CPT, ATP luminescence, 48 h; also: nearly all actives have a fitted effect of over 55% in size
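Chicken DT40 Tdp1-/- cells complemented with human TDP1, 400 cells/well, exposed to compounds plus 20 nM camptothecin for at least 48 h at 37 C; viability read as ATP content by CellTiter-Glo luminescence.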
* hit, by the source's call; ? = inconclusive; nt = not tested or not shown; & = joins results of further samples. Calls follow the shape of the dose curve; as a rule, active = well fitted curve in the direction sought with a large enough effect; inconclusive = small, poorly fitted or top-dose-only effect, or another doubt; inactive = no such curve, though single readings can be large; an effect the other way counts as inactive or inconclusive. % is scaled to controls: 0 for no effect and ±100 for the full control effect; potency is read from the fitted curve at half-maximal effect. Random draw from the library, and some 18% of all compounds hit somewhere here.

cpd	SMILES	TDP1 inh	DT40 TDP1 CPT	DT40 TDP1 no CPT
1	COCCCNC(=O)CCn1c(=O)c2ccccc2n(CC(=O)NCCc2ccc(OC)c(OC)c2)c1=O	0%	-2%	-79%
2	CCN(CC)C(=O)C1CCCN(Cc2ccc(N(C)C)cc2)C1 (stereo not drawn)	-12%	-1%	-15%
3	CCOc1ccc(NC(=S)N2CCN(c3ccc(N4CCOCC4)nn3)CC2)cc1	3%	10%	17%
4	O=C(NN1CCOCC1)c1cccc2ccccc12	2%	?	?
5	CCCc1c(C(=O)NNc2ccccc2OC)cnn1-c1ccccc1	7%	-19%	-18%
6	Cc1cc(SCCC(=O)O)nc2c(C)cccc12	-2%	-14%	1%
7	c1ccc(-c2nccc(-c3ccco3)n2)nc1	-3%	?	?
8	COc1cccc(-n2c(=O)c3sccc3n(Cc3cc(=O)n4cc(Cl)ccc4n3)c2=O)c1	5%	-7%	-6%
9	CSC(=N/N=C(\N)c1cnccn1)SC	3%	7%	-9%
10	CC(C)(C)OC(=O)N1CCC(C(N)=O)CC1	-3%	-10%	-8%
11	COc1ccc(NS(=O)(=O)c2cc(C(=O)N(C)CCc3ccccn3)ccc2Cl)cc1	nt	-2%	-2%
12	COc1ccc(CN2C(=O)c3cccnc3C2=O)cc1S(=O)(=O)N(C)c1cccc(C)c1	2%	2%	4%
13	COc1cc(/C=C2/C(=N)N3N=C(CC(=O)N4CCOCC4)SC3=NC2=O)ccc1OCc1ccccc1F	2%	-3%	27%
14	CCCOc1ccccc1N1C(=O)CC(N(O)c2ccccc2)C1=O (stereo not drawn)	-3%	?	?
15	CCN(CCNC(=O)C1CCN(S(=O)(=O)c2c(C)noc2C)CC1)c1ccccc1	5%	?	23µM*
16	CCOC(=O)N1CCC(NC(=O)c2cc3sccc3n2CC)CC1	4%	?	?
17	O=C(Nc1cccc(NC(=O)c2ccco2)c1)c1ccc2c(c1)OCCO2	2%	?	?
18	CCCN(CC1CC1)C(=S)NC(=O)c1ccccc1C	nt	-2%	-22%
19	Cc1csc(NC(=O)CSc2nnc(Cc3cccn3C)n2-c2ccc(F)cc2)n1	11%	?	?
20	COC(=O)c1sc(NC(=O)c2c(F)cccc2F)c(C#N)c1C	nt	-8%	-1%
21	O=C(CC1S/C(=N/N=C/C=C/c2ccccc2)NC1=O)Nc1ccc(C(=O)O)cc1 (stereo not drawn)	nt	?	?
22	O=C(NCCC1=CCCCC1)C1CCCN(S(=O)(=O)c2cccnc2)C1 (stereo not drawn)	1%	?	?
23	CCOc1ccc(CN(CCO)CCO)cc1C(=O)OC	2%	7%	-18%
24	CC1=C(C(=O)N2CCOCC2)CC(CC(=O)NCc2cccs2)C(=O)N1Cc1ccc(F)cc1 (stereo not drawn)	nt	0%	-19%
25	NC(=O)c1oc2ccccc2c1NC(=O)c1ccccc1	4%	-2%	-25%
26	Cc1ccc2nc(N3CCC(C(=O)O)CC3)nc(-c3ccccc3)c2c1	-9%	-20%	-28%
27	Cc1cccc(NC(=O)c2ccc([N+](=O)[O-])s2)c1C	-5%	15µM*	21µM*
28	Cc1cccc(NS(=O)(=O)c2ccc3c(c2)C(C)(C)C(=O)N3C)c1	3%	?	-29%
29	O=c1c(O)c(-c2ccc(O)cc2)oc2ccc(O)cc12	11%	13µM*	13µM*
30	Cc1ccc(S(=O)(=O)NCC(=O)Nc2ccc(C(F)(F)F)cc2)cc1	2%	?	?

Continued:
cpd	SMILES	TDP1 inh	DT40 TDP1 CPT	DT40 TDP1 no CPT
31	Cc1cc(C)cc(NC(=O)c2ccc([N+](=O)[O-])o2)c1	0%	7.3µM*	6.5µM*
32	Cc1cccc(C(=O)OCC(=O)N2CCCC2=O)c1[N+](=O)[O-]	0%	-21%	-6%
33	CCCn1c(=O)c(C(=O)NNS(=O)(=O)c2ccc(Cl)cc2)c(O)c2ccccc21	8%	-16%	-1%
34	COc1ccc(S(=O)(=O)NCCc2c[nH]c3ccccc23)cc1OC	nt	-12%	-9%
35	CC(C)(C)c1ccc(C(=O)O/N=C(\N)c2ccccc2)cc1	nt	?	13µM*
36	COc1ccc(N=C2S/C(=C\c3ccc(Cl)c([N+](=O)[O-])c3)C(=O)N2CCN(C)C)cc1	nt	21µM*	16µM*
37	COc1ccc(OC)c(NC(=O)CSc2nnc(C3CCCCC3)o2)c1	8%	16%	-1%
38	O=C(CSc1oc(-c2ccco2)nc1S(=O)(=O)c1ccccc1)NCC1CCCO1 (stereo not drawn)	-1%	-14%	-17%
39	COc1ccc(S(=O)(=O)N(C)C)cc1NC(=O)CCNC(=O)c1ccco1	9%	-8%	0%
40	O=C(COc1ccccc1)NCC1COc2ccccc2O1 (stereo not drawn)	2%	-26%	0%
41	CC(C)(C)c1ccc(C(=O)NNC(=O)CNC(=O)c2cccs2)cc1	-2%	2%	0%
42	Cc1ccc(C)c(S(=O)(=O)N2CCN(C(=O)CCCc3c[nH]c4ccccc34)CC2)c1	nt	?	23µM*
43	COc1ccc2[nH]c(C)c(CCN(Cc3cccs3)C(=S)Nc3cccc(F)c3)c2c1	9%	?	?
44	O=C(N/N=C/c1cccnc1)c1ccccc1Br	1%	6%	-2%
45	Cc1ccc(C(C)C)c(OCCSc2nc(-c3ccccc3F)nc3cc(=O)[nH]n23)c1	nt	?	?
46	Cc1nnc(SCC(C)C)[nH]c1=O	-1%	6%	-3%
47	CCc1c(C)n2nc(C)cc2[nH]c1=O	1%	-27%	-19%
48	O=C(CSC1=NS(=O)(=O)c2cc(F)ccc2N1)Nc1ccc(F)cc1	-2%	10%	5%
49	Cc1nc2nc(C)c(CCC(=O)NC(C)c3ccc4c(c3)OCCO4)c(C)n2n1 (stereo not drawn)	-2%	1%	4%
50	CS(=O)(=O)N(CC(=O)NCCSCc1ccccc1Cl)c1ccc(F)cc1	nt	?	?
51	COc1cccc(NC(=O)C2CC(=O)N/C(=N/NC(=O)c3ccc(C)cc3)S2)c1 (stereo not drawn)	4%	10%	4%
52	N#CCCn1c(=O)c(-c2cccs2)nc2cnc(Oc3ccccc3)nc21	nt	-11%	?
53	COc1cc(C(=O)Nc2ccc(S(=O)(=O)Nc3cc(C)nc(C)n3)cc2)cc(OC)c1OC	7%	5%	-11%
54	COC(CNC(=O)c1ccc(N2CCc3ccccc32)c([N+](=O)[O-])c1)OC	0%	?	?
55	O=C(NCCCNCc1ccccc1)c1ccccn1	2%	-4%&1%	10%&0%
56	CC(C)CSc1oc(-c2ccco2)nc1S(=O)(=O)c1ccc(Br)cc1	-9%	?	?
57	COc1ccc(C(=O)NCc2ccccn2)cc1	5%	-14%	3%
58	COc1cc(NC(=O)COc2ccc(-n3ccnc3)cc2)cc(OC)c1	3%	?	?
59	O=C(Nc1ccc(-c2nnc3n2CCCCC3)cc1)c1cnccn1	-1%	4%	-4%
60	O=C1Nc2ccc(Br)cc2/C1=N\N=C\C1=C(N2CCOCC2)C(=C/c2ccccc2)/CC1	nt	?	10µM*

Numbers 31 through 32 from above:
cpd	SMILES	TDP1 inh	DT40 TDP1 CPT	DT40 TDP1 no CPT
31	Cc1cc(C)cc(NC(=O)c2ccc([N+](=O)[O-])o2)c1	0%	7.3µM*	6.5µM*
32	Cc1cccc(C(=O)OCC(=O)N2CCCC2=O)c1[N+](=O)[O-]	0%	-21%	-6%

(cont.)
cpd	SMILES	TDP1 inh	DT40 TDP1 CPT	DT40 TDP1 no CPT
61	COc1ccccc1-n1nnnc1SCC(=O)Nc1oc(C)c2c(C)n[nH]c(=O)c12	-11%	-4%	-14%
62	CC(=O)C1=C(O)C(=O)N(CCc2ccccc2)C1c1ccccc1[N+](=O)[O-] (stereo not drawn)	-3%	21%	-8%
63	O=C(c1ccccc1Br)N(Cc1ccccc1F)C1CCS(=O)(=O)C1 (stereo not drawn)	9%	-28%	?
64	O=c1[nH][nH]c2cc([N+](=O)[O-])ccc12	nt	3.7µM*	3.7µM*
65	CN(C)c1ccc(CNC(=O)C2CCN(c3nnc(-n4cccc4)s3)CC2)cc1	-1%	-24%	?
66	O=C1CN(C(=O)c2cccc([N+](=O)[O-])c2)CC(=O)N1	nt	-11%	-5%
67	COc1ccc(CC(=O)Oc2ccccc2C)cc1S(=O)(=O)N1CCOCC1	nt	-10%	4%
68	COc1ccc(-c2nnc3ccc(SC)nn23)cc1	2%	?	?
69	COc1ccc(-c2n[nH]c(=S)n2C2CCCCC2)cc1	0%	-15%	-6%
70	CCN(C(=O)CSc1nnc(C)n1-c1ccccc1)C1CCS(=O)(=O)C1 (stereo not drawn)	0%	-6%	-11%
71	CCc1c(C)nc2ccc(Br)cc2c1SCCC#N	0%	?	?
72	CCC(C)[C@@H](C(=O)Nc1ccc(OC)c(OC)c1)N1Cc2ccccc2C1=O (stereo partly drawn)	8%	-15%	?
73	COc1cccc(/C=N/NC(=O)c2nnn(-c3nonc3N)c2C(C)C)c1	0%	?	-16%
74	O=C1[C@H]2[C@@H](c3ccc(C(F)(F)F)cc3)N[C@]3(CCCN(Cc4ccc(F)cc4)C3=O)[C@H]2C(=O)N1Cc1ccccc1	nt	?	?
75	COc1cccc(-c2nn(C)c3sc(C(=O)NCc4ccc(C)cc4)cc23)c1	2%&4%	?	?
76	COc1ccc(NC(=O)CSc2oc(-c3ccco3)nc2S(=O)(=O)c2ccc(Br)cc2)c(OC)c1	-6%	?	?
77	NC1=NC2(CCCCC2)N(c2cccc(Cl)c2)C(N)=N1	4%	10µM*	0.46µM*
78	COC(=O)N/N=C(\C)c1ccc2ccccc2c1OC(F)F	5%	?	?
79	COc1ccc(NC(=O)C2(C)Cc3c(-c4ccc5c(c4)OCO5)ccnc3O2)cc1 (stereo not drawn)	nt	4.1µM*	2.9µM*
80	CCS(=O)(=O)Nc1cc(-c2nc3cccnc3s2)ccc1C	5%	?	26µM*
81	O=C(NCc1ccncc1)C1=NN(c2ccccc2)C(=O)CC1	6%	5%	6%
82	C=CCn1c(SCC(=O)NC(=O)c2cccn2C)nc2ccccc2c1=O	1%	-2%	-26%
83	CCn1c(=N)c(C(=O)NC2CCCC2)cc2c(=O)n3ccccc3nc21	nt	1%	3%
84	CC1=C(C(=O)N2CCOCC2)CC(CC(=O)NCc2ccco2)C(=O)N1Cc1ccc(C(C)(C)C)cc1 (stereo not drawn)	nt	29µM*	21µM*
85	N#CCC(=O)Nc1ncc(Cc2ccccc2Cl)s1	0%	-11%	-20%
86	N/C(=N\OC(=O)c1ccc2c(c1)OCO2)c1ccncc1	nt	3%	5%
87	CCOC(=O)C1(Cc2cccc(OC)c2)CCCN(S(=O)(=O)CC)C1 (stereo not drawn)	nt	-3%	?
88	CC(C)CN(C(=O)CSc1ncnc2sccc12)C1CCS(=O)(=O)C1 (stereo not drawn)	1%	-4%	2%
89	CC(C)Cn1c(=O)c(CCC(=O)Nc2ccc(N3CCOCC3)cc2)nc2cc(Cl)ccc21	1%	-21%	-13%
90	COc1ccc(NC(=O)c2ccc(-c3ccc(C(C)=O)cc3)o2)cn1	1%	?	?

Next records follow.
cpd	SMILES	TDP1 inh	DT40 TDP1 CPT	DT40 TDP1 no CPT
91	O=C(NCCNC(=O)c1ccccc1[N+](=O)[O-])c1ccccc1[N+](=O)[O-]	nt	15%	0%
92	CCOC(=O)CSc1nc2sccc2c(=O)[nH]1	2%	-9%	-9%
93	COc1ccc(CC(=O)NCc2nn(-c3ccccc3)nc2C)cc1OC	6%	-17%	?
94	COc1ccc(C2=C(C)C(=O)N(Cc3ccc(C(=O)NCc4ccc(C)cc4)cc3)S2(=O)=O)cc1	3%	-13%	-6%
95	O=C(Nc1ccnn1C1CCN(Cc2cccc(OCCO)c2)CC1)C1CCOC1 (stereo not drawn)	3%	20%	12%
96	CCCCCOC(=O)NC1CCS(=O)(=O)C1 (stereo not drawn)	-3%	-6%	23%
97	O=C(COc1ccc(Cl)cc1Cl)NCc1ccncc1	2%	-13%	-30%
98	Oc1c(Br)cccc1/C=N/c1ncn[nH]1	nt	-3%	-4%
99	CCn1c(CNc2cccc(Cl)c2)nnc1SCC(=O)OC1CCCCC1	4%	2%	0%
100	Clc1ccc(-c2c[n+](Cc3ccc(Br)cc3)c3n2CCCCC3)cc1	3%	2.6µM*	2.6µM*

Structures shown so far that contain a cyano group:
cpd	SMILES	TDP1 inh	DT40 TDP1 CPT	DT40 TDP1 no CPT
20	COC(=O)c1sc(NC(=O)c2c(F)cccc2F)c(C#N)c1C	nt	-8%	-1%
52	N#CCCn1c(=O)c(-c2cccs2)nc2cnc(Oc3ccccc3)nc21	nt	-11%	?
71	CCc1c(C)nc2ccc(Br)cc2c1SCCC#N	0%	?	?
85	N#CCC(=O)Nc1ncc(Cc2ccccc2Cl)s1	0%	-11%	-20%
